Assay outcomes as filed in PubChem.
ERK EGF inh = inhibitors of EGF-stimulated ERK signaling pathway. HEK293-V1b, EGF-stimulated phospho-ERK AlphaScreen. Potency, µM (doses to about 11.5 µM), inactives show at the top dose activity change, negative = inhibition, most hits filed as inhibitors. 0.41% of 130,000 active. AID 1454; active means well fitted inhibition curve with a large enough effect; inconclusive means small, poorly fitted or top-dose-only effect, or effect the other way;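 further: plate controls were stimulated vehicle wells for no effect and unstimulated vehicle basal for full effect; nearly all actives have a fitted effect of over 55% in size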
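Stably V1b-transfected HEK293 cells; 30 min compound, then EGF 25 nM final for 5 min at 37C; 10 min lysis; phospho-ERK by AlphaScreen after 5 hr beads at room temperature.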
Numbers without * were called inactive; u = inconclusive; [ ] = dose if it differs, or a comment. Potency means the concentration at half of the fitted maximal effect.

nr	molecule	ERK EGF inh
1	CSc1cccc(CN2CCC(CO)(Cc3cccc(C(F)(F)F)c3)CC2)c1	2%
2	Cc1c(NC(=O)CSc2ncn[nH]2)c(=O)n(-c2ccccc2)n1C	21%
3	Cc1ccccc1NC(=O)c1sc(Cl)nc1C	0%
4	O=C(NCc1ccncc1)C(=O)Nc1nc(C23CC4CC(CC(C4)C2)C3)cs1	u
5	COCCNC(=O)CN(C)S(=O)(=O)c1ccc(Br)cc1	3%
6	Cc1ccc(NC(=S)NCCc2ccccc2)nc1	1%
7	COc1ccc(OC)c(NC(=O)CC(NC(C)=O)c2ccccc2)c1 (configuration not stated)	0%
8	CC(=O)Nc1ccc(NC(=O)COc2ccc([N+](=O)[O-])cc2)cc1	1%[57.5 µM]
9	COc1ccc(/C=C\C(=O)NCc2ccc3c(c2)cc(C)n3C)cc1OC	9%
10	COC(=O)c1ccc(C)c(NC(=O)c2ccc(Cn3cc([N+](=O)[O-])cn3)o2)c1	-1%

The list continues.
nr	molecule	ERK EGF inh
11	COC(=O)[C@@H]1CCCN1Cc1c(C(=O)N2CCOCC2)nc2c(C)cccn12	1%
12	Cc1ccc(NC(=S)N2CCC(c3ccc(C)cc3)C2)cc1 (configuration not stated)	-8%[57.5 µM]
13	COC(=O)c1ccc(-n2c(C)cc(/C=N/Nc3nc(C)cc(=O)[nH]3)c2C)cc1	u
14	CCOC(=O)c1c(NC(=O)C2C3C=CC(C3)C2C(=O)O)sc2c1CCCC2 (configuration not stated)	-4%
15	O=C1CC(C(=O)Nc2ccc(Cl)cc2[N+](=O)[O-])C2(CCCCC2)O1 (configuration not stated)	4%
16	O=c1[nH]c(CSc2ccccn2)nc2ccccc12	-8%
17	FC(F)(F)c1nc(-c2ccccc2)ncc1-c1nnnn1-c1ccccc1	4%[57.5 µM]
18	CC1CCCCN1C(=O)c1cc2nc(-c3ccccc3)cc(-c3ccccc3)n2n1 (configuration not stated)	u
19	COc1ccc(NC(=O)N2CC3(CCN(C(=O)c4csnn4)CC3)C2)cc1	3%
20	CN(C)C=NC(=O)c1cccn1-c1ncc(C(F)(F)F)cc1Cl	-7%

(cont.)
nr	molecule	ERK EGF inh
21	COc1cc(-c2cc(C(=O)Nc3ccccc3N3CCOCC3)c3ccccc3n2)cc(OC)c1OC	-13%
22	COC(=O)c1ccccc1NC(=O)NC1CC1	2%
23	COc1ccc(N=C2NC(=O)C(CC(=O)NCCc3ccc(OC)c(OC)c3)S2)cc1 (configuration not stated)	-4%
24	CN(C(=O)CSc1nc(N)c2c3c(sc2n1)CSC(C)(C)C3)c1ccccc1	-7%
25	Cc1ccc(C)c(Cn2c(O)c(N=NC(=S)Nc3ccccc3F)c3ccccc32)c1	u
26	CCOC(=O)Cc1nc2nc(C)cc(C)n2n1	0%
27	NC(=S)NNc1ccnc2cc(Cl)ccc12	7%
28	O=C(c1cc(N2C(=O)C3C4CCC(C4)C3C2=O)ccc1Cl)N1CCN(c2ccc(F)cc2)CC1 (configuration not stated)	7%
29	O=C(NC1CCCCC1)c1ccc(S(=O)(=O)c2ccccc2)cc1	2%
30	COc1cccc2cc(C(=O)OC3CCN(C)CC3)c(=O)oc12	1%

Next part.
nr	molecule	ERK EGF inh
31	COCCNC(=O)Cn1cc(C(=O)c2ccco2)c2ccccc21	10%
32	COC(=O)CNc1nc(C2CC2)nc2c1nnn2Cc1ccccc1Cl	4%
33	O=C(Cc1c[nH]c2ccccc12)NCc1ccc(Cl)cc1Cl	4%
34	COc1ccccc1C(=O)C1CCCN(Cc2ccc3c(c2)OCCO3)C1 (configuration not stated)	-4%[57.5 µM]
35	COc1ccc(-c2c3c(=O)n(C)c(=O)n(C)c3cn2-c2ccccc2O)cc1	-3%[57.5 µM]
36	COc1ccc(/C=C(/C#N)C(=O)Nc2cccc([N+](=O)[O-])c2)cc1C(=O)O	-3%
37	O=C(Nc1cccc(Cl)c1)N1CCN2C(=O)c3ccccc3C12c1ccccc1 (configuration not stated)	-17%[57.5 µM]
38	CC(=O)N1[C@H](C)C=C[C@]1(Cc1ccccc1)C(=O)NCCc1c[nH]c2ccccc12	-5%
39	O=C1c2ccc([N+](=O)[O-])cc2NC(c2ccco2)N1/N=C/c1ccco1 (configuration not stated)	2%[57.5 µM]
40	CC1=NN(CCC#N)C(=O)/C1=C/c1ccc(N(C)C)cc1	-3%

Additional structures:
nr	molecule	ERK EGF inh
41	CCCCCC(=O)Nc1ccc(-c2csc(N)n2)cc1	18%[57.5 µM]
42	Cc1c(-n2c(SCC(N)=O)nc3ccccc3c2=O)c(=O)n(-c2ccccc2)n1C	-2%
43	COc1ccc(OC)c(-n2c(C)cc(C=O)c2C)c1	1%
44	O=C(COC(=O)/C=C/C(=O)OCC(=O)NC12CC3CC(CC(C3)C1)C2)NC12CC3CC(CC(C3)C1)C2	2%
45	CCOc1ccccc1N1CN(C2CCCCC2)CNC1=S	-1%[57.5 µM]
46	NC(=O)c1ccccc1NC(=O)COc1ccc(Cl)cc1	4%[57.5 µM]
47	COCCNC(=O)CSc1nc(N)c(NC(=O)c2ccccc2F)c(=O)[nH]1	-1%
48	CCCCc1ccc(NC(=O)N[C@@H](C)C(=O)O)cc1	10%[57.5 µM]
49	Cc1cc(=O)[nH]c(N/N=C2/CCCC/C2=C\c2ccccc2)n1	2%[57.5 µM]
50	O=C(NCC1(N2CCCCC2)CCCCC1)c1ccc(S(=O)(=O)N2CCCC2)cc1	5%[57.5 µM]

(further entries)
nr	molecule	ERK EGF inh
51	CCc1ccc(NC(=O)CSc2nc3ccccc3c(=O)n2CCCN2CCC(C)CC2)cc1	-3%
52	Cc1ccc(CNn2cnnc2SCc2ccc(F)cc2)cc1	7%
53	O=C(c1ccc(C(F)(F)F)cc1)N1CCC(=O)N(C(COCc2ccccc2)Cc2ccccc2)CC1 (configuration not stated)	7%
54	Cc1ccc(/C=C2/C(=O)ON=C2c2ccccc2)o1	u
55	Cc1oc(-c2ccc(Cl)cc2)cc1C(=O)O	4%[57.5 µM]
56	Nc1c(C(=O)NCCc2ccc(Cl)cc2)sc2ccc(S(=O)(=O)N3CCCCC3)cc12	-1%
57	O=P(OCC1CC1)(c1ccccc1)c1ccccc1	2%
58	COc1c(C=O)c(=O)[nH]c2c(OC)cccc12	-7%
59	COc1cccc(C2Oc3ccccc3C3CC(c4cccs4)=NN32)c1 (configuration not stated)	10%[57.5 µM]
60	Cc1cnc(CNc2nc(-c3cccnc3)nc3ccccc23)cn1	13%

(next part)
nr	molecule	ERK EGF inh
61	Cn1c(CNC(=O)c2ccccc2F)nnc1SCc1ccc(Cl)cc1	u
62	CCOC(=O)c1nnn(-c2nonc2N)c1-c1ccc(Br)cc1	-10%
63	CCCCc1nc2ccccc2n1CC(=O)NN	-6%
64	NC(=O)[C@@H]1CCOc2c(F)cc([N+](=O)[O-])cc2C(=O)N[C@@H](CO)C(=O)NCC(=O)N1	-3%
65	Cc1nn(-c2ccccc2)c(=O)c2noc(C)c12	-12%[57.5 µM]
66	COc1ccc(NC(=O)Cn2c(=O)oc3ccccc32)cc1	-1%[57.5 µM]
67	O=C(CNC1CCCCC1)Nc1ccc([N+](=O)[O-])cc1C(=O)Nc1ccccc1F	6%
68	CC(=O)Oc1ccccc1C1=NN(C(=O)/C=C/c2ccccc2)C(c2ccccc2)C1 (configuration not stated)	-6%
69	O=C(O)c1cccnc1Sc1ncnc2sc3c(c12)CCC3	-13%[57.5 µM]
70	COc1cc([C@H]2c3cc4c(cc3[C@@H](O)[C@@H]3COC(=O)[C@H]23)OCO4)cc(OC)c1OC	-11%[25.7 µM]

(cont.)
nr	molecule	ERK EGF inh
71	COc1ccc(CCNC(=O)CCn2c(=O)[nH]c3cc(OC)c(OC)cc3c2=O)cc1OC	1%
72	COc1ccc(Cl)cc1C(=O)Nn1c(-c2cccs2)nc2ccccc2c1=O	13%
73	O=C(/C=C/c1cn(-c2ccccc2)nc1-c1ccc2c(c1)OCCO2)NCCCN1CCOCC1	5%
74	COc1ccc(CCn2c(C)c(C(C)=O)c(C(C)=O)c2C)cc1OC	4%
75	CC(/C=N/NC(=O)Cc1cccs1)=C\c1ccccc1	3%
76	CC1CC(C)CN(CCOCCSc2ccccc2)C1 (configuration not stated)	-8%
77	CCN1CCN(C(=O)C23CCC(C)(C(=O)C2Br)C3(C)C)CC1 (configuration not stated)	7%[57.5 µM]
78	O=C1/C(=C/c2ccc(O)cc2)SC(=S)N1Cc1cccnc1	5%
79	N#CCCn1c(=O)cnc2cnc(N3CCOCC3)nc21	-20%
80	CCCCNc1nc(N)nc(-c2cc(Cl)ccc2O)n1	u

(listing goes on)
nr	molecule	ERK EGF inh
81	O=C(Nc1ccc(Cl)cc1)C1c2cccc[n+]2CC(=O)N1Cc1ccc2c(c1)OCO2 (configuration not stated)	4%
82	Cc1nc(NCC2CCCO2)c2nnn(Cc3c(F)cccc3Cl)c2n1 (configuration not stated)	-19%
83	NC(N)=NC1=NC(=O)C(Cc2ccccc2)S1 (configuration not stated)	-7%
84	COc1ccc(NC(=O)/C=N/O)cc1	5%
85	CC1CCc2nn(CC(=O)N3CCN(C(=O)c4ccco4)CC3)cc2C1 (configuration not stated)	4%
86	CNC(=O)c1ccsc1NC(=O)c1coc2ccccc2c1=O	-1%[57.5 µM]
87	CN(C)Cc1ccccc1-c1nccc(NCc2cccs2)n1	24%
88	O=C(CSc1nnc(CNC(=O)C23CC4CC(CC(C4)C2)C3)n1-c1ccccc1)Nc1ccc(F)cc1	2%
89	CN(C(=O)COC(=O)c1cc(S(=O)(=O)N2CCOCC2)c(Cl)cc1Cl)C1CCS(=O)(=O)C1 (configuration not stated)	4%
90	O=C(O)CCCNC(=O)c1cccc(C(=O)NCCCC(=O)O)n1	5%

Next part:
nr	molecule	ERK EGF inh
91	Cc1nc2cccc(C(=O)Oc3ccc([N+](=O)[O-])cc3)c2o1	1%
92	CN1C(N)=NC(=O)/C1=C/c1ccc(OC(F)(F)F)cc1	5%
93	Cc1ccc(NC(=S)NCCSc2ccc(Cl)cc2)c(C)c1	7%
94	COc1cc2[nH]c(=S)nc(NCCc3ccc(C)cc3)c2cc1OC	-5%
95	O=C(Nc1nc(-c2ccc([N+](=O)[O-])cc2)cs1)c1c(F)cccc1F	-5%
96	Cc1cc(C)nc(N/N=C/c2ccccc2OCc2cccc(Br)c2)n1	3%
97	CN(C)C(=S)SCC(=O)Nc1ccc(Cl)cc1Cl	10%
98	CCC(C)[C@H]1CN=C(N)N1CCc1cc(C(F)(F)F)cc(C(F)(F)F)c1 (some centres not stated)	-2%[57.5 µM]
99	CCOc1ccc(/C=N/OCC(=O)NC(c2ccccc2)c2ccccc2)cc1	4%
100	CCCCC(=O)OCc1nc2ccccc2s1	-9%

The list goes on.
nr	molecule	ERK EGF inh
101	Cc1cc(C)n(-c2cccc(CN3CCC(CO)(Cc4ccccc4)CC3)c2)n1	-4%
102	CSc1nc(N)n2nc(-c3ccc(Cl)cc3)cc2n1	-1%[57.5 µM]
103	CC(C)C(=O)O/N=C(\N)c1ccc(Oc2ccc(Cl)cc2)c([N+](=O)[O-])c1	-4%[57.5 µM]
104	Cc1ccc(COc2ccccc2-c2cc(C(=O)N/N=C/c3cccnc3)[nH]n2)cc1	5%[57.5 µM]

This is a subset; the hit share may differ from the screen's.
